From PubChem BioAssay
HT1080 IDH1KD tx = toxicity to HT-1080 IDH1 knockdown cells (counter line); HT-1080 IDH1 knockdown viability, ATP luminescence, 48 h; Potency, µM (titrated, usually from 46.1 µM), without a hit: top-dose activity, negative = toxicity, most hits filed as cytotoxic; 2% of 360,000 active;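 note: potency is the fitted concentration of half-maximal effect; 0% = DMSO wells and -100% = cell-free medium wells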
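Using the IDH1-knockdown HT-1080 line run in the same batch and compound series as the NT line, viability after 48 h at 37 °C was determined by CellTiter-Glo luminescence and expressed as % activity.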
KB-3-1 tox = kills parental KB-3-1 adenocarcinoma cells; Potency, µM (series often up to 46.1 µM), inactives show at the highest dose activity change, negative = cytotoxic, usual class: cytotoxic; KB-3-1 viability, CellTiter-Glo ATP luminescence, 72 h; 1.4% of 400,000 active; note: potency is the fitted concentration of half-maximal effect; % is set by controls: 0 for no effect and ±100 for the full control effect; nearly all actives have a fitted effect of over 60% in size
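Cytotoxicity in the drug-sensitive parental line KB-3-1 was scored as loss of CellTiter-Glo luminescence following 72 h incubation with compound. Values come from curve fitting of normalized concentration-response data.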
KB-V1 cytotox = KB-V1 MDR subline cytotoxicity. KB-V1 MDR cells viability, CellTiter-Glo, 72 h. Potency, µM (top dose mostly 46.1 µM), for inactives: at the highest dose activity change, negative = cytotoxicity, actives largely listed as cytotoxic. 3.4% of 400,000 active. AID 1347076; note: potency is the fitted concentration of half-maximal effect; % is set by controls: 0 for no effect and ±100 for the full control effect; nearly all actives have a fitted effect of over 60% in size
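KB-V1 MDR subline cells in DMEM (phenol-red free, 10% FBS) exposed to compounds in qHTS concentration series for 72 h at 37 degrees C. Viability read by CellTiter-Glo luminescence; concentration-effect curves fitted after normalization and correction.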
HT1080-NT tox = kills 2HG-producing HT-1080-NT fibrosarcoma cells; HT-1080-NT fibrosarcoma viability, CellTiter-Glo ATP luminescence, 48 h; Potency, µM (titrated, usually from 46.1 µM), for inactives: at the highest dose activity, negative = less viability, actives largely listed as cytotoxic; 1.6% of 360,000 active; AID 686970;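 note: NT is the 2HG producing partner of a matched IDH1 knockdown line; potency is the fitted concentration of half-maximal effect; 0% = DMSO-treated cells and -100% = media-only wells without cells; nearly all actives have a fitted effect of over 55% in size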
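HT-1080-NT fibrosarcoma cells (2HG-overproducing), 750 cells/well in RPMI with 5% FBS, dosed after 2 h and incubated 48 h at 37C. CellTiter-Glo luminescence normalized to DMSO and no-cell wells; concentration-response curves fitted and classed.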
ATXN2 expr inh = ATXN2 expression inhibition; HEK-293 ATXN2-luciferase reporter, luminescence, 24 h; Potency, µM (titrated, usually from 57 µM), for the others: top-dose activity change, negative = inhibition, usual class: inhibitors; 0.72% of 360,000 active; note: potency is the fitted concentration of half-maximal effect; % is set by controls: 0 for no effect and ±100 for the full control effect; nearly all actives have a fitted effect of over 55% in size
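qHTS (up to 57 uM final) was run with 24 h compound exposure of reporter cells at 37 °C. Each well was multiplexed: SteadyGlo luminescence measured ATXN2-luciferase expression after a fluorogenic Gly-Phe-AFC viability readout (25 uM final).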
WRN inhibitor = inhibitors of human WRN helicase. Q14191. 0.46% of 360,000 active. Potency, µM (doses to about 114 µM), inactives show top-dose activity change, negative = inhibition, usual class: inhibitors. WRN helicase unwinding, fluorescent forked duplex, kinetic; note: potency is the fitted concentration of half-maximal effect; % is set by controls: 0 for no effect and ±100 for the full control effect; nearly all actives have a fitted effect of over 55% in size
Target sequence (Q14191 whole entry, looked up): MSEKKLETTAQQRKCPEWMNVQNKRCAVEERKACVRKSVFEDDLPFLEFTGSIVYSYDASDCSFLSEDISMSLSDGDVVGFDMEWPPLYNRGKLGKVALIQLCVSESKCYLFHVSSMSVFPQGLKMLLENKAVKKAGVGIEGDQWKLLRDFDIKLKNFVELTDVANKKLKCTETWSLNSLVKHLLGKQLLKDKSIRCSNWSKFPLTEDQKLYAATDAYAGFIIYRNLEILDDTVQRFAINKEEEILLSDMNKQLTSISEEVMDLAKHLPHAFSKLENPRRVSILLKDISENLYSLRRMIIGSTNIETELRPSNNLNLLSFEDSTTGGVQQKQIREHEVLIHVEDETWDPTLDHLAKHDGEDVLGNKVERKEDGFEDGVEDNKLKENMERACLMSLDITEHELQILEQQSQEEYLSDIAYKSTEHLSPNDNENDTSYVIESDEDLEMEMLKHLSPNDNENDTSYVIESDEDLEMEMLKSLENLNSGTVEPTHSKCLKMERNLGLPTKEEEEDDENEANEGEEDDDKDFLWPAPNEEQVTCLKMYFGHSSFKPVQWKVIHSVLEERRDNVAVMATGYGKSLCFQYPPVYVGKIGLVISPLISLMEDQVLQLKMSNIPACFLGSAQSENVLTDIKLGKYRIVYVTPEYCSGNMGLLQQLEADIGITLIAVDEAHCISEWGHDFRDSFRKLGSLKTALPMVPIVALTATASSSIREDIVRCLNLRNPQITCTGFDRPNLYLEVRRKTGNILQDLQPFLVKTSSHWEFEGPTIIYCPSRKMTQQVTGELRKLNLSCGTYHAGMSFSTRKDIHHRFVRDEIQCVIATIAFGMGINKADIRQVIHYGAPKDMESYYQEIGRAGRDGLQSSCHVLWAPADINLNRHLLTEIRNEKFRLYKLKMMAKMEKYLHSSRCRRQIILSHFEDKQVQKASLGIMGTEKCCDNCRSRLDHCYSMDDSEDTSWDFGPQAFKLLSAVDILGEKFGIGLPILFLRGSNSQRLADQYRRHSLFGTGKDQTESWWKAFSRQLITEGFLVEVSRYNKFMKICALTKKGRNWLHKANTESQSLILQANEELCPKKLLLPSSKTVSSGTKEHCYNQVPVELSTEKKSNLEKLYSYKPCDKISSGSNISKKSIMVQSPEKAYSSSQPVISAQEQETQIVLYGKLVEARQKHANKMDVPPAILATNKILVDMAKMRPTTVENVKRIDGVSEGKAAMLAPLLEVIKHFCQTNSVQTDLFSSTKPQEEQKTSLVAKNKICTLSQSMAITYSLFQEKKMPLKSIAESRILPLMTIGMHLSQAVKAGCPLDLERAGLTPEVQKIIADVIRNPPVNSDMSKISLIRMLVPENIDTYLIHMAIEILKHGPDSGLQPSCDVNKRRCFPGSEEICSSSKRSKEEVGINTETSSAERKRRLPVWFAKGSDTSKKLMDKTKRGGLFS
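WRN at 20 nM final was preincubated with compound for 15 min at room temperature; reaction started with 100 nM forked duplex oligonucleotide carrying fluorophore and quencher plus 2 mM ATP (final). Unwinding followed kinetically by red fluorescence (ex 525/em 598 nm).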
IL1B secr inh = blocks inflammasome-driven IL-1 beta release | THP-1 LPS/ATP IL-1B secretion, AlphaLISA, 16 h; stronger effect = lower value | activity change, % at 57.5 µM | AID 743279 | 4.7% of 360,000 active; in the data active = activity change below about -50%; inconclusive = mostly about -30% to -49%; note: % is set by controls: 0 for no effect and ±100 for the full control effect
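THP-1 cells pretreated 1 hr with compounds (up to 57.5 uM final), then stimulated with LPS (250 ng/mL final) plus ATP (1.25 mM final); secreted IL-1B measured by AlphaLISA after 16 hr, decreased signal indicating inhibition.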
SW480 rerep = DNA re-replication induction in SW480 cells. SW480 DNA re-replication, Hoechst DNA content imaging, 48 h. Potency, µM (titrated, usually from 46.1 µM), inactives show at the top dose re-replication activation, actives largely listed as activators. AID 624297. 1.8% of 340,000 active; note: potency is the fitted concentration of half-maximal effect; % of control where 0% means no effect; nearly all actives have a fitted effect of over 55% in size
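Quantitative HTS format with DMSO vehicle controls; 48 hr drug incubation at 37 C, then 40 min Hoechst staining and scanning imager measurement at 405 nm excitation.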
MCF10A rereplic = induces DNA re-replication in MCF 10a normal breast cells. MCF 10A DNA re-replication, Hoechst nuclear intensity, 48 h. Potency, µM (titrated, usually from 46.1 µM), inactives show at the highest dose activity, positive = re-replication, hits mostly activators. 2.9% of 350,000 active; note: potency is the fitted concentration of half-maximal effect; % of control where 0% means no effect; nearly all actives have a fitted effect of over 50% in size
The depositor's hits bear a star; ? = inconclusive; / = not tested or not shown; [ ] = another dose, or the depositor's remark. Unless noted, calls come from the whole dose curve; as a rule, active = well fitted curve in the direction sought with a large enough effect; inconclusive = small, poorly fitted or top-dose-only effect, or another doubt; inactive = no such curve, though single readings can be large; an effect the other way counts as inactive or inconclusive.

cpd | SMILES | MCF10A rereplic | KB-3-1 tox | KB-V1 cytotox | HT1080-NT tox | ATXN2 expr inh | SW480 rerep | IL1B secr inh | HT1080 IDH1KD tx | WRN inhibitor
1 | Cc1nn(C)c(Cl)c1C(=O)NC(C(=O)O)c1ccccc1 (configuration not stated) | 0% | 13% | 7% | 10% | 16% | -9% | 19 | 15% | 5%
2 | CC(=O)NCCn1c(SCc2ccccc2C)nc2ccccc2c1=O | 9% | -8% | ? | -5% | / | -11% | 21 | -15% | 1%
3 | CCOc1ccccc1NC(=O)NC1(C(=O)NCC2CCCO2)CCCCC1 (configuration not stated) | 0% | 11% | -13% | 14% | 8% | -4% | 15 | 16% | -5%
4 | Cc1cccc(NC(=O)CNc2cc(C)ccc2C)c1 | -2% | -8% | ? | -2% | 19% | 7% | -5 | -3% | 11%
5 | CCOc1ccc(CC2c3cc(OCC)c(OCC)cc3CCN2C(=O)CN2CCN(C)CC2)cc1OCC (configuration not stated) | 5% | -5% | -8% | -5% | -14% | -79%[inhibitor] | -26 | -6% | -10%
6 | CC(C)Cc1nnc(NC(=O)CCN2C(=O)c3ccccc3C2=O)s1 | 1% | 7% | 3% | -2% | -4% | -13% | 7 | 11% | -1%
7 | COc1ccc(N2CCN(C(=O)c3cccnc3)CC2)c([N+](=O)[O-])c1 | 9% | 0% | 0% | 0% | 1% | 3% | 25 | -1% | -2%
8 | COc1ccc(N=C2SCC(=O)N2Cc2ccccc2)cc1 | 13% | 0% | ? | -4% | 1%[11.3 µM] | ? | 2 | 2% | -26%[57.1 µM]
9 | CCOC(=O)C1CCCN(C(=O)c2cc3cc(Br)ccc3oc2=O)C1 (configuration not stated) | 5% | 10% | 3% | -11% | -3% | 6.3µM* | 19 | 4% | -10%
10 | CN1CCN(c2ncnc3sc(-c4ccccc4)cc23)CC1 | ? | 11% | 1% | -2% | ? | 0% | -60* | 7% | 12%
11 | COc1ccc(NC(=O)C2CCCN2C(=O)OCc2ccccc2)c(OC)c1 (configuration not stated) | -6% | 6% | -6% | -2% | -4% | 4% | 2 | -3% | 4%
12 | CCn1c(O)c(N=NC(=O)CNc2cccc(C)c2)c2ccccc21 | ? | 10% | -5% | -20% | -3% | 4% | 46 | -1% | -1%
13 | CCOC(=O)c1[nH]c2ccc(OC)cc2c1NC(=S)N1CCN(c2ccccc2)CC1 | 5% | 3% | -3% | 1% | -16% | 2% | -3 | -2% | 8%
14 | CCC(C)C1(C2CCCC2)NC(=O)NC1=O (configuration not stated) | 0% | 4% | 8% | 7% | -3% | -6% | -5 | 8% | 6%
15 | CC(=O)N1CCN(S(=O)(=O)c2ccc(C)cc2)C1c1ccc(N(C)C)cc1 (configuration not stated) | 3% | -1% | -9% | 4% | -10% | 1% | 10 | -6% | -1%
16 | CN1CCN(C(CNS(=O)(=O)c2ccc(Br)cc2)c2ccc3c(c2)OCO3)CC1 (configuration not stated) | 2% | 1% | -22% | 0% | -17% | -3% | ? | -14% | 23%
17 | COc1ccc(C(=O)CSc2nnc(-c3cccs3)n2-c2ccccc2)cc1 | ? | -1% | -27% | 8% | ? | -5% | -8 | 4% | -37%[57.1 µM]
18 | CCCn1c(N)c(C(=O)COC(=O)CCS(=O)(=O)c2ccc(C)cc2)c(=O)[nH]c1=O | 3% | 2% | 4% | 1% | 1% | 1% | -9 | 11% | -18%
19 | COc1ccc(C2CC(O)(C(C)(C)O)NO2)cc1 (configuration not stated) | -13% | 5% | -5% | ? | 41%[activator] | -3% | -22 | -3% | -3%
20 | Cc1nc2ccc(C(=O)NCc3ccc4c(c3)OCO4)cc2s1 | -3% | -21% | 0% | -4% | / | 4% | -25 | -2% | 0%
21 | Cc1ccc(CCNC(=O)c2cc(-c3ccncc3)nc3ccc(S(=O)(=O)N4CCOCC4)cc23)cc1 | 5% | 2% | -9% | -1% | / | 4% | 41 | 1% | 3%
22 | COc1ccc(C(=O)NCC(=O)N/N=C/c2c(C)[nH]c3ccccc23)cc1OC | -1% | -3% | -5% | -6% | / | ? | -7 | -1% | -8%
23 | Cc1ccc(NC(=O)c2cc(NC(=O)C3CC=CCC3C(=O)O)ccc2N2CCOCC2)cc1Cl (configuration not stated) | 0% | 7% | 0% | -8% | 2% | 2% | 25 | -9% | 2%
24 | COC(=O)c1ccc(OCCOc2ccccc2)cc1 | -16% | 16% | ? | 21% | 59%[activator] | -4% | 8 | 15% | -7%
25 | COc1cc(C(=O)N(c2ccc(C)c(C)c2)C2C=CS(=O)(=O)C2)cc(OC)c1OC (configuration not stated) | -1% | ? | -22% | 5% | -16% | -12% | -2 | 7% | 0%
26 | NC(=O)C1CCN(Cc2nc3ccccc3c(=O)[nH]2)CC1 | 425%[0.0737 µM] | 12% | 0% | 5% | 7% | -2% | 15 | 6% | 1%
27 | COc1ccc(/C=C2\CCn3c2nc2ccccc2c3=O)cc1OC | -1% | 5% | -6% | 11% | / | -3% | -13 | 12% | -12%
28 | COC(=O)c1ccc(/C=N\NC(=O)CC(=O)NCCc2ccccc2)cc1 | -3% | -19% | -2% | 0% | 6% | 0% | 19 | 1% | -2%
29 | CCOC(=O)c1sc(Nc2nc(C)cc(C)n2)nc1C | ? | ? | 9.2µM* | -5% | / | ? | 31 | 1% | -2%
30 | CCCc1cc(=O)oc2cc(C)cc(OCC(=O)N3CCC(C(=O)O)CC3)c12 | 22% | 0% | -5% | 5% | 5% | ? | 23 | 2% | -5%

Next section
cpd | SMILES | MCF10A rereplic | KB-3-1 tox | KB-V1 cytotox | HT1080-NT tox | ATXN2 expr inh | SW480 rerep | IL1B secr inh | HT1080 IDH1KD tx | WRN inhibitor
31 | COc1ccc(-c2nc3ccc(Cl)cn3c2Cc2cccc(Cl)c2)cc1OC | / | 0% | 10% | -19% | 10% | / | -18 | -15% | -7%
32 | COC(=O)C1=C(C)NC(=O)CC1c1cccc(Cl)c1Cl (configuration not stated) | -1% | 17% | 14% | 19% | -13% | -15% | 35 | 10% | -1%
33 | Cc1noc(C)c1COc1ccc(C(=O)NNC(=O)c2ccccc2O)cc1 | 6% | ? | -24% | ? | ? | ? | 88 | ? | -10%
34 | CCOc1ccc2[nH]c(=O)c(CN(CCOC)C(=O)N3CCOCC3)cc2c1 | 4% | -1% | 0% | 7% | 7% | -12% | 0 | 12% | 9%
35 | O=C(CNC(=O)c1cccnc1)N/N=C/c1cc(Br)c(O)c(Br)c1 | 2% | 11% | 19% | 9% | 5% | -9% | 10 | 13% | 6%
36 | Oc1cccc(C(O)CNCc2ccc(OCc3ccc(Cl)cc3Cl)cc2)c1 (configuration not stated) | 15µM* | -1% | ? | 23µM* | -14% | ? | -91* | 16µM* | -11%
37 | O=C(CCc1nnc(Cc2c[nH]c3ccccc23)o1)NCCC1CCCCO1 (configuration not stated) | / | -3% | 18% | 0% | / | / | -14 | -1% | 13%
38 | O=C(CNc1cc(S(=O)(=O)N2CCCC2)ccc1OCC(F)(F)F)Nc1ccc(SC(F)F)cc1 | 29% | -16% | -16% | -27% | ? | 4% | -68* | -27% | -8%
39 | CCOCCCn1c(=S)[nH]c2cc(C(=O)NCCN(CC)CC)ccc2c1=O | ? | -6% | 3% | -14% | -2% | -19% | 24 | -8% | 13%
40 | COc1ccc(N=C2S/C(=C\c3cccs3)C(=O)N2CC(C)C)cc1 | 16% | 5% | 5% | 7% | -5% | 0%[9.22 µM] | -5 | 12% | 5%
41 | CC1(C)NC(=O)N(CCCOc2ccccc2Br)C1=O | 5% | 1% | ? | -2% | 34% | -1% | 7 | -1% | 4%
42 | O=c1c(CO)cc(CO)cc(CO)c1O | 0% | 6% | -25% | -9% | / | 4% | -23 | 0% | -1%
43 | O=C1/C(=C/c2ccc(O)c(O)c2)SC(=S)N1Nc1ccccc1 | ? | ? | -3% | ? | -6% | ? | -62* | ? | ?
44 | CCc1ccc(/C=N/Nc2nn[nH]n2)cc1 | 1% | 0% | 7% | -4% | -2% | -8% | 21 | -8% | 7%
45 | CCOc1c(Cl)cc(/C=N/O)cc1OC | 4% | -22% | -58% | 17% | -10% | 3% | -3 | 11% | -5%
46 | CCOC(=O)c1[nH]c(C)c(CN(Cc2ccco2)C(=O)C(F)(F)F)c1C | ? | ? | -12% | -23% | -12% | ? | 21 | -24% | -5%[57.1 µM]
47 | Cc1nn(C)c(C)c1N1C(=O)c2cccc3c(N)ccc(c23)C1=O | 13% | 0% | 1% | 10% | -5% | 5% | 3 | 5% | ?
48 | Clc1ccc(-c2n[nH]c3c2CCC3)c(Cl)c1 | 2% | -3% | -29% | 6% | -7% | -10% | 3 | 0% | -15%

Only SW480 rerep (2 entries from above):
| # | SMILES | SW480 rerep |
| --- | --- | --- |
| 47 | Cc1nn(C)c(C)c1N1C(=O)c2cccc3c(N)ccc(c23)C1=O | 5% |
| 41 | CC1(C)NC(=O)N(CCCOc2ccccc2Br)C1=O | -1% |

Quoted at random: four compounds from above.
cpd | SMILES | MCF10A rereplic | KB-3-1 tox | KB-V1 cytotox | HT1080-NT tox | ATXN2 expr inh | SW480 rerep | IL1B secr inh | HT1080 IDH1KD tx | WRN inhibitor
34 | CCOc1ccc2[nH]c(=O)c(CN(CCOC)C(=O)N3CCOCC3)cc2c1 | 4% | -1% | 0% | 7% | 7% | -12% | 0 | 12% | 9%
41 | CC1(C)NC(=O)N(CCCOc2ccccc2Br)C1=O | 5% | 1% | ? | -2% | 34% | -1% | 7 | -1% | 4%
1 | Cc1nn(C)c(Cl)c1C(=O)NC(C(=O)O)c1ccccc1 (configuration not stated) | 0% | 13% | 7% | 10% | 16% | -9% | 19 | 15% | 5%
43 | O=C1/C(=C/c2ccc(O)c(O)c2)SC(=S)N1Nc1ccccc1 | ? | ? | -3% | ? | -6% | ? | -62* | ? | ?

Compounds were not picked by outcome; any-hit rate near 12%.
